# TIM10 inh = TIM10 yeast growth inhibition; S. cerevisiae TIM10 strain growth, BacTiter-Glo luminescence, 24 h; inhibition, % at 10 µM; 330,000 tested, 1.4% active;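 active means inhibition of 40% or more at the single tested concentration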;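 further: wild-type TIM10 isogenic control strain grown at permissive 25 °C; 0% = DMSO yeast wells and 100% = minimal medium wells without yeast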
# NALP3 yeast inh = blocks the NALP3 inflammasome reconstituted in yeast; AID 2825; 330,000 tested, 0.39% active; inhibition, % at 10 µM; Yeast reconstituted NLRP3/ASC/caspase-1, beta-gal luminescence, 24 h;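 active means inhibition of 50% or more; inactive means inhibition below 50%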;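 further: plate controls were induced DMSO wells for no effect and uninduced yeast grown without galactose for full effect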
# tim23-1 inh = inhibits growth of tim23-1 mutant yeast; S. cerevisiae tim23-1 growth, BacTiter-Glo luminescence, 24 h; inhibition, % at 20 µM; 330,000 tested, 1.3% active;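 active means growth inhibition of the mutant yeast at or above 50%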;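 further: temperature-sensitive mutant grown at 25 °C; plate controls were DMSO-treated mutant yeast for no effect and medium wells lacking yeast for full effect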
# Mdm2 MdmX PPI = disrupts the human Mdm2-MdmX interaction; O15151+Q00987; SaOS-2 split-luciferase Mdm2/MdmX complementation, luminescence; inhibition, % at 8 µM; 330,000 tested, 3% active; AID 485346;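 active means inhibition of at least 50% at 8 µM in the primary screen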
# UPR XBP1 act = activators of adaptive arm of unfolded protein response (XBP1); 330,000 tested, 0.33% active; CHO-XBP1 luciferase reporter, IRE1-XBP1 UPR activation, luminescence; percent of tunicamycin response, DMSO as zero; activation, % at 20 µM;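 active means versus positive control, 20 µM dose yields 30% or more activation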;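 further: 100% = tunicamycin at 10 µg/mL and 0% = DMSO only wells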
#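 Material: CHO cell line with stable XBP1 luciferase reporter; buffer or medium: F12 medium containing 10% fetal bovine serum; compound: single point, 20 µM final compound, 1% DMSO; incubation: 6 h treatment, 37 °C; measured by: glow luminescence from Steady-Glo reagent; evaluation: activation, % of tunicamycin; control set: tunicamycin high, DMSO low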
# tim10-1 inh = growth inhibitors of tim10-1 mutant yeast | S. cerevisiae tim10-1 ts strain growth, BacTiter-Glo, 24 h | AID 463190 | 330,000 tested, 2.2% active | inhibition, % at 20 µM;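 active means inhibition of at least 40%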;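 further: mutant grown at 25 °C; 0% = DMSO wells with yeast and 100% = wells holding no yeast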
# APJ ag = APJ receptor agonism | P35414 | 330,000 tested, 0.11% active | activation, % at 20 µM | CHO-K1 APJ PathHunter beta-arrestin, luminescence; 0% DMSO wells, 100% apelin | AID 2520;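 active means activation more than six SD over the plate average, tested at 20 µM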;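 further: 0% = DMSO alone and 100% = apelin-13 at 10 nM; some results filed as inactive read as strong as hits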
# Target sequence (P35414 whole entry, looked up): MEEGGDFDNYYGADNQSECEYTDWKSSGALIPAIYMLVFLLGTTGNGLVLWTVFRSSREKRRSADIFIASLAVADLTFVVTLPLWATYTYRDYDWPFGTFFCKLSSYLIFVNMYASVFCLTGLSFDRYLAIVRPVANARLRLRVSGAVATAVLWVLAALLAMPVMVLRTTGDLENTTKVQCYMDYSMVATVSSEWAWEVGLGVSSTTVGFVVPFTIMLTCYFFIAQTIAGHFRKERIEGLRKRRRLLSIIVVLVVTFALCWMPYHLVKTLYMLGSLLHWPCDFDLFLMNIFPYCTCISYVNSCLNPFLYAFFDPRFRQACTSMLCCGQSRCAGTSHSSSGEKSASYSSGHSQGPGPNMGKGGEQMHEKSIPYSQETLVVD
#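 Test system – PathHunter CHO-K1 APJ (AGTRL-1) beta-arrestin reporter cells · Input – 1000 cells/well · Compound – single test compound dose, 20 µM final, 1% DMSO · Times – compound stimulation 90 min at 25 °C, detection 60 min · Technique – beta-gal luminescence · Read-out basis – APJ–arrestin association signal · Control set – negative DMSO alone, positive Apelin-13 at 10 nM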
# UPR CHOP act = apoptotic UPR (CHOP) activation; CHO-CHOP luciferase reporter, luminescence; percent of tunicamycin response over DMSO baseline; activation, % at 10 µM; AID 449763; 330,000 tested, 0.34% active;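 active means at 10 µM dose, activation of 40% or more, normalized to positive control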;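 further: 100% = tunicamycin at 10 µg/mL and 0% = DMSO alone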
#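 Test system: CHO CHOP reporter cells. Input: 500 CHO-CHOP cells per well. Medium: F12 with 10% FBS. Technique: luciferase luminescence. Measure: percent activation relative to tunicamycin control. Dosing: 10 µM compound, 0.5% DMSO. Timing: 16-18 h cell attachment, then 6 h compound exposure, 37 °C.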
# GRIN3A LBD mod = NR3A (human) ligand-binding domain modulation; 340,000 tested, 2.5% active; NR3A LBD differential scanning fluorimetry, Tm shift; 0% = protein alone, 100% = glycine-bound protein; AID 1259313; Tm shift relative to glycine control, % at 25 µM;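 active means melting temperature shift of at least 10% of the positive control shift, at one fixed dose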
# Active calls of the source: *.
SMILES,TIM10 inh,NALP3 yeast inh,tim23-1 inh,Mdm2 MdmX PPI,UPR XBP1 act,tim10-1 inh,APJ ag,UPR CHOP act,GRIN3A LBD mod
Cc1ccccc1NC(=O)C(C)OC(=O)CNS(=O)(=O)c1ccc(C#N)cc1 (stereo not drawn),2,9,-9,6,0,-11,4,0.0,2
Cc1ccc(OCC(=O)Nc2ccc(NC(=O)c3ccccc3)cc2)cc1C,-13,10,2,-2,-3,-6,-2,2.2,-5
CN(C(=O)CSc1nc2ccccc2c(=O)n1C)C1CCS(=O)(=O)C1 (stereo not drawn),0,3,-7,37,2,-6,-5,-1.5,-1
COc1cc(-c2nc(CN(C)C(C)c3ccncn3)c(C)o2)ccc1F (stereo not drawn),12,-1,-21,-7,0,12,-3,0.3,-1
Cc1ccc(S(=O)(=O)Nc2cc(C)cn(Cc3ccccc3)c2=O)cc1,10,23,17,21,3,9,-5,-1.5,-1
Cc1c(C(=O)Nc2ccc(C(=O)O)cc2)cnn1C,-3,5,16,16,-4,15,-1,0.4,0
CC(C)C(=O)Nc1cc(S(=O)(=O)Nc2cccc(Cl)c2)ccc1Cl,37,-13,32,24,0,40,-3,0.3,0
COc1ccc(C(=O)NCc2nnc(SCC(=O)N3CCc4ccccc43)n2Cc2ccccc2)cc1,10,22,-6,-14,-2,8,0,0.3,-3
Cc1c(C(=O)N2CC[C@@H](N3CCC(O)CC3)[C@H](O)C2)[nH]c2ccc(Cl)cc12,-1,6,1,-6,-1,4,6,1.8,-1
N#C/C(=C\c1cccs1)C(=O)N1CCOCC1,-9,7,-5,-6,2,-3,3,-1.4,-1
Cc1c(N2C(=O)CS/C2=N\N=C\c2ccc(Br)cc2)c(=O)n(-c2ccccc2)n1C,-7,-24,11,8,6,6,6,0.1,0
O=C(Nc1ccc(C(=O)N2CCCCC2)cc1)c1ccccc1Br,-4,18,20,-2,-1,10,16,5.0,-1
Cc1cc2cc(CN(Cc3ccco3)C(=S)NCC3CCCO3)c(=O)[nH]c2cc1C (stereo not drawn),19,13,18,5,-5,10,-2,-0.9,3
COC(=O)c1ccc(/C=N/NC(=O)CC(=O)NC(C)C)cc1,16,6,18,1,-3,6,2,-1.3,0
CCOC(=O)c1c(-n2c(C)cc(C=O)c2C)sc2c1CCCC2,29,15,39,-18,-2,23,-1,0.9,-3
COc1ccc(-c2[nH]nc3oc(=O)cc(C)c23)cc1,4,10,8,-10,0,8,1,-0.7,2
CCCCOc1ccc(/C(O)=C2/C(=O)C(=O)N(Cc3cccnc3)C2c2ccncc2)c(C)c1 (stereo not drawn),7,12,8,-13,1,15,-2,1.6,1
O=C(NNC1OC(CO)C(O)C(O)C1O)c1cccc(Br)c1 (stereo not drawn),-5,1,-6,18,0,-13,-1,-0.7,-1
O=C(OCn1nnc2ccccc2c1=O)c1cccs1,4,8,19,-5,-1,23,5,0.2,-1
O=C(COc1ccc(S(=O)(=O)NC2CCCCC2)cc1)NCc1cccnc1,9,-3,14,-11,-2,17,1,2.2,0

# In a second layout: 4 of the compounds above.
# Sequence of screens: TIM10 inh | NALP3 yeast inh | tim23-1 inh | Mdm2 MdmX PPI | UPR XBP1 act | tim10-1 inh | APJ ag | UPR CHOP act | GRIN3A LBD mod
Cc1c(N2C(=O)CS/C2=N\N=C\c2ccc(Br)cc2)c(=O)n(-c2ccccc2)n1C
 : -7 | -24 | 11 | 8 | 6 | 6 | 6 | 0.1 | 0
O=C(Nc1ccc(C(=O)N2CCCCC2)cc1)c1ccccc1Br
 : -4 | 18 | 20 | -2 | -1 | 10 | 16 | 5.0 | -1
Cc1cc2cc(CN(Cc3ccco3)C(=S)NCC3CCCO3)c(=O)[nH]c2cc1C (stereo not drawn)
 : 19 | 13 | 18 | 5 | -5 | 10 | -2 | -0.9 | 3
COC(=O)c1ccc(/C=N/NC(=O)CC(=O)NC(C)C)cc1
 : 16 | 6 | 18 | 1 | -3 | 6 | 2 | -1.3 | 0

# The list goes on.
SMILES,TIM10 inh,NALP3 yeast inh,tim23-1 inh,Mdm2 MdmX PPI,UPR XBP1 act,tim10-1 inh,APJ ag,UPR CHOP act,GRIN3A LBD mod
Cc1nn(Cc2ccc(Br)cc2)c(C)c1NC(=O)c1nn(C)cc1Cl,32,-1,41,20,-1,31,-1,-1.4,-2
O=C(O)c1ccccc1Nc1ccnc(Cl)n1,-16,5,5,-38,1,2,-5,6.9,1
O=C(c1ccc(N2CCCCC2)c([N+](=O)[O-])c1)N1CCN(S(=O)(=O)c2ccccc2)CC1,14,20,28,25,-1,17,0,2.7,-1
CCOC(=O)N1N=C(C)CC1(O)c1ccccc1 (stereo not drawn),3,6,-2,15,-5,-9,0,0.8,2
Cc1cccc(-c2nc3ccccc3c(=O)n2NC(=O)c2ccc([N+](=O)[O-])c(C)c2)c1,4,10,0,-42,-2,10,-3,10,-6
NS(=O)(=O)c1cccnc1Nc1c(Cl)cccc1Cl,4,-8,14,5,1,26,-3,-0.9,0
Cc1nn(-c2ccccc2)c(C)c1P(=O)(c1ccccc1)N(C)C (stereo not drawn),-9,5,0,14,4,-2,-1,-1.4,0
Cc1c(C(=O)Nc2ccc(Cl)cc2)c2ccccn2c1C(=O)c1ccc(F)cc1,16,1,5,18,0,13,-3,-0.3,1
Cc1ccccc1CS(=O)(=O)Cc1ccc(C(=O)NCc2ccccn2)o1,12,19,4,9,2,5,-3,2.1,1
Cc1ccccc1C(=O)O/N=C(\N)c1ccncc1,-13,-8,2,13,-1,15,5,0.8,-2
CCOC(=O)c1cc(=O)n(-c2ccc(Cl)cc2C)[nH]1,-4,-4,20,12,0,18,3,-0.5,1
O=C(NCc1ccc(Cl)cc1)C1CCN(C(=O)c2ccco2)CC1,11,9,2,-6,-3,-9,-2,-1.2,-1
O=C(C1CCN(C2CC(=O)N(c3cccc(Cl)c3)C2=O)CC1)N1CCCCCC1 (stereo not drawn),13,15,13,-3,-1,27,-1,0.5,-10
COc1ccc(N(C(=O)c2cc3ccccc3oc2=O)C2C=CS(=O)(=O)C2)cc1 (stereo not drawn),-21,2,6,20,-3,-5,-1,0.2,0
CNc1oc(-c2ccccc2F)nc1S(=O)(=O)c1ccc(C)cc1,0,24,32,20,-6,18,-5,0.1,13*
CC1CCN(C(=O)c2ccc(S(=O)(=O)Cc3cccc(F)c3)c([N+](=O)[O-])c2)CC1,22,19,25,56*,-2,28,4,2.5,-1
O=C(Nc1cccc(/C=C/c2ccccn2)c1)c1ccc(-n2cncn2)c([N+](=O)[O-])c1,-15,11,-9,62*,1,-9,19,3.7,-2
CN(C)S(=O)(=O)c1cccc(NC(=O)c2cc([N+](=O)[O-])ccc2N2CCCCC2)c1,15,16,27,11,0,22,-4,-0.4,1
CCCC(=O)Nc1ccccc1-c1nnc(SCC)[nH]c1=O,-13,2,0,17,1,-9,-1,-0.8,-1
CC(C)COc1ccc(C2NC(=O)NC2=O)cc1 (stereo not drawn),-4,-10,8,-4,2,4,-2,0.5,-2
COc1cccc(/C=C/C(=O)N(C)CC(=O)Nc2ccc(Cl)c(C(F)(F)F)c2)c1,14,11,19,32,-3,7,-4,0.5,6
COc1ccccc1C(=O)NCCNc1nc2cc(C)cc(C)c2cc1C#N,3,5,32,14,2,28,-1,-0.7,0
COc1ccccc1OCCNC(=O)C(CCSC)NC(=O)c1ccccc1Cl (stereo not drawn),3,17,19,16,-4,23,-1,0.6,-1
CCCNc1c(NS(=O)(=O)c2ccc3c(c2)CCCC3)c(=O)oc2ccccc12,4,-1,4,19,-3,5,-4,0.0,-4
Cc1c(Cc2ccccc2)c(=O)oc2cc(OCc3nn[nH]n3)ccc12,11,-1,7,7,-3,-12,-1,-0.2,-2
O=C(Nc1ccc(S(=O)(=O)NC2=NCCCCC2)cc1)c1cccc(S(=O)(=O)N2CCOCC2)c1,-5,-2,17,3,0,9,4,0.0,1
CC(=O)c1cnc(-c2cccc(Cl)c2)s1,-3,21,2,-4,4,-7,-3,4.2,-1
CCOc1ccc(NC(=O)CN(C)C(=O)c2c(-c3c(F)cccc3Cl)noc2C)cc1OCC,3,5,2,10,-2,18,-2,0.0,1
CCC1=C(OC(=O)N(CC)CC)N2C(=O)OC(=NCC3CC3)[C@]2(Cc2ccccc2)[C@H]2C1=CC[C@H]1C(=O)N(CC(=O)OC)C(=O)[C@H]12,10,13,7,17,1,19,2,0.4,-3
Cc1cccc([C@@H]2[C@@H]3C(=O)N(Cc4ccccc4)C(=O)[C@@H]3[C@]3(Cc4ccccc4)C(=O)N(c4ccc(C(F)(F)F)cc4)C(=O)N23)c1,8,10,7,99*,-1,5,0,2.4,-2
CC(=O)C1=C(O)C(=O)N(Cc2ccccc2)C1c1ccc(N(C)C)cc1 (stereo not drawn),0,23,-3,17,-3,-7,-2,0.1,-1
COc1ccc(CC(=O)Nc2ccccc2C(=O)NCCc2ccccc2)cc1,2,19,17,-25,-2,23,-1,0.1,2
O=[N+]([O-])/C=C/c1ccc2c(ccn2Cc2ccccc2)c1,18,92*,43,96*,-8,-97,-3,8.9,-11
O=[N+]([O-])c1cc(S(=O)(=O)Nc2ccccc2)ccc1N1CCN(c2ccc(O)cc2)CC1,19,16,7,-22,4,-10,1,-1.3,-6
COCCn1cc(C(=O)c2cc(Br)ccc2O)cc(C#N)c1=O,-4,15,13,18,12,3,-1,-2.6,-2
CC(C)c1ccccc1OCC(=O)NN1C(=O)c2ccccc2C1=O,9,-1,27,15,-1,13,-4,0.0,-1
CCCc1cc(NCCCN2CCOCC2)n2c(nc3ccccc32)c1C#N,-10,8,2,12,-2,0,-1,-3.0,-1
CC(=O)Nc1ccc(NC(=O)C(Cc2ccccc2)NC(=O)C2CCC(C)CC2)cc1 (stereo not drawn),10,10,-3,-33,-2,15,0,3.0,-2
N=c1c(C(=O)NCCN2CCOCC2)cc2c(=O)n3ccccc3nc2n1CCCN1CCOCC1,-33,-9,-33,18,2,-18,-4,0.0,-2
Cc1cccc(CNS(=O)(=O)c2ccc(-c3cnc(C4CC4)o3)cc2)c1,9,9,48,36,-2,23,1,-1.1,-5
O=C(c1cnccn1)N1CCc2ccccc2C1,-24,-3,-3,-5,1,-1,-2,-0.8,-2
COc1ccc(-c2cc(=O)oc3c(C)c(OC(C)C(C)=O)ccc23)cc1 (stereo not drawn),-3,30,29,25,1,33,0,-0.9,1
CN(Cc1ccsc1)C(=O)CCc1nnc(Cc2c[nH]c3ccccc23)o1,17,0,21,-33,-2,16,-3,-2.3,-1
CC(C)c1ccc(O)c(NC(=O)c2cccnc2)c1,-10,15,8,-40,-2,21,0,2.1,-1
COc1ccc(C2NC(C(=O)O)Cc3c2[nH]c2ccccc32)cc1CN1CCN(c2ccc(F)cc2)CC1 (stereo not drawn),-8,2,12,-9,-1,11,-2,0.8,-2
COc1ccccc1NC(=O)Cn1c2ccc(F)cc2c2nc3n(c(=O)c21)CCS3,13,14,21,-6,-3,-3,0,2.3,-22
C=CCNC(=O)C1CC1(c1ccccc1)c1ccccc1 (stereo not drawn),15,1,7,21,-1,-11,-2,0.1,-10
